Screening results (PubChem)
HIV peptide binding = inhibitors of HIV fusion peptide binding, primary screen, biochemical, uHTS, fluorescence dequenching (AID 1986). hit rate 0.3% among 290,000. inhibition, % at 20 µM, or IC50 in µM where a hit was titrated. cell-free peptide binding, fluorescence dequenching, 30 min; higher % means a stronger effect; in the data active = inhibition mostly above about 52%, no sharp cut-off; inactive = mostly below about 76%; note: some results filed as inactive read as strong as hits
HEK293 NOD2/NF-kB = NOD2 signaling inhibitors, cell-based, luminescence, uHTS, HEK293 (AID 1566). HEK293 NOD2/NF-kB luciferase reporter, luminescence; higher % means a stronger effect. one-dose inhibition, % at 4 µM; EC50 in µM for titrated hits. hit rate 0.63% among 290,000; note: many of its hits are not listed in these tables
Yfh1-depleted yeast = enhancers of respiration in Yfh1-depleted yeast, dose response, Friedreich's ataxia, plus single-dose screen (AID 1465); S. cerevisiae Yfh1-off respiration, WST-1 reduction, 72 h; higher fold induction means a stronger effect; one-dose fold induction at 50 µM; EC50 in µM for titrated hits; hit rate 0.074% among 220,000;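 active = fold induction of absorbance versus untreated yeast above a set limit, then at least 30% activation at any dose in follow-up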;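 note: activators that raise dye reduction in frataxin-depleted yeast; strong numbers were not always called active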
KOR beta-arrestin-1 = KOR antagonists, beta-arrestin recruitment, cell-based, luminescence, uHTS (AID 1778) | Kappa-type opioid receptor (Homo sapiens) | KOR beta-arrestin recruitment, luminescence, antagonist mode; higher % means a stronger effect | one-dose inhibition, % at 10 µM; IC50 in µM for titrated hits | hit rate 0.091% among 290,000; note: strong numbers were not always called active
West Nile virus CPE = West Nile virus antiviral activity, cell-based, CPE readout (AID 1621). West Nile virus-infected cells, CPE inhibition; higher % means a stronger effect. CPE inhibition, % at 10 µM; hits with a dose series show IC50 in µM. hit rate 0.02% among 290,000; in the data active = a potency from the dose series; note: strong numbers were not always called active
KOR beta-arrestin-2 = KOR agonists, beta-arrestin recruitment, primary screen, cell-based, luminescence, uHTS (AID 1777) | KOR beta-arrestin recruitment, luminescence; higher % means a stronger effect | activation, % at 10 µM, or EC50 in µM where a hit was titrated | hit rate 0.02% among 280,000; in the data active = activation above about 50%, passing the limit was not always enough; note: a part of the inactive calls stands beside numbers as strong as those of hits
NS5 inhibitors = Dengue-2 NS5 methyltransferase inhibitors, primary screen, biochemical, confirmation dose response (AID 588689) | Genome polyprotein (Dengue virus type 2 (strain 16681-PDK53)) | Dengue-2 NS5 methyltransferase capping enzyme assay, biochemical; higher % means a stronger effect | one-dose inhibition, % at 25 µM; IC50 in µM for titrated hits | hit rate 0.3% among 340,000; in the data active = a potency from the dose series
AID2073 = inhibitors of Mint1-CaV2.2 protein interaction, biochemical, HTRF (AID 2073) | Voltage-dependent N-type calcium channel subunit alpha-1B (Homo sapiens) | HTRF protein-protein interaction, Mint1-CaV2.2; higher % means a stronger effect | inhibition, % at 20 µM; hits with a dose series show IC50 in µM | hit rate 0.19% among 290,000; in the data active = inhibition mostly above about 51%, no sharp cut-off; note: some results filed as inactive read as strong as hits
NOD1 inhibition = NOD1 signaling inhibitors, primary screen, cell-based, luminescence, uHTS (AID 1578) | NOD1-driven NF-kB luciferase reporter cells, luminescence; higher % means a stronger effect | inhibition, % at 4 µM, or EC50 in µM where a hit was titrated | hit rate 1% among 290,000; in the data active = inhibition mostly above about 36%, no sharp cut-off; inactive = mostly below about 34%;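 note: HEK-293T reporter cells stimulated with the NOD1 agonist gamma-tri-DAP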
NS5 inhibitors pilot replicate = recorded beside NS5 inhibitors, whose call it bears; inhibition, %; measured here: pilot screen replicate inhibition
An asterisk follows results filed as active; i = inactive; · = not tested or not shown; [ ] = dose if it differs, or a comment. Cut-off read from the data, not from the text of the source, unless noted: active = inhibition above about 50%; inactive = the rest. The list is partial; count on the stated rates, not on these rows.

The first three entries (preview)
SMILES	HIV peptide binding	HEK293 NOD2/NF-kB	Yfh1-depleted yeast	KOR beta-arrestin-1	West Nile virus CPE	KOR beta-arrestin-2	NS5 inhibitors	AID2073	NOD1 inhibition	others
Cc1cc(C(=O)NC2CCCN(Cc3ccc(Cl)cc3)C2)n(C)n1 (configuration not stated)	1.3%	23%	·	8%	-1.4%	3.8%	16%	11%	-1%
CCOCCCNC(=O)C(Cc1ccccc1)NS(=O)(=O)c1cccc2nsnc12 (configuration not stated)	-1.3%	15%	i	-7%	0.1%	-2.3%	-2%	-4%	5%
O=C(Nc1nc2ccccc2c2nc3ccccc3n12)c1ccc(F)cc1	0.9%	-6%	i	34%	-0.4%	-1.5%	·	6%	-31%

This part in full, from the start:
SMILES	HIV peptide binding	HEK293 NOD2/NF-kB	Yfh1-depleted yeast	KOR beta-arrestin-1	West Nile virus CPE	KOR beta-arrestin-2	NS5 inhibitors	AID2073	NOD1 inhibition	others
Cc1cc(C(=O)NC2CCCN(Cc3ccc(Cl)cc3)C2)n(C)n1 (configuration not stated)	1.3%	23%	·	8%	-1.4%	3.8%	16%	11%	-1%
CCOCCCNC(=O)C(Cc1ccccc1)NS(=O)(=O)c1cccc2nsnc12 (configuration not stated)	-1.3%	15%	i	-7%	0.1%	-2.3%	-2%	-4%	5%
O=C(Nc1nc2ccccc2c2nc3ccccc3n12)c1ccc(F)cc1	0.9%	-6%	i	34%	-0.4%	-1.5%	·	6%	-31%
Cc1ccc(OCC(=O)N2CCCCCCC2)cc1	-0.8%	1%	·	-14%	0.2%	2.5%	1%	-4%	-26%
CC(C)CNS(=O)(=O)c1ccc(S(=O)(=O)N2CCN(C3CCCC3)CC2)cc1	3.1%	13%	·	-10%	-1.0%	-1.8%	0%	7%	-4%
CN(C)S(=O)(=O)c1ccc(NC(=O)CNc2cc(S(=O)(=O)N3CCCC3)ccc2OCC(F)(F)F)cc1	-0.2%	13%	i	-2%	-0.2%	-3.3%	-2%	3%	-11%
COc1cccc(C(=O)c2cc3cc(Cl)ccc3[nH]2)c1	-0.6%	-20%	·	-30%[20 µM]	0.7%	-1.9%	-1%	12%	-26%	NS5 inhibitors pilot replicate=-2.8
CNC(=O)C1=C(C)n2c(nc3ccccc32)NC1c1ccc(OC)cc1 (configuration not stated)	4.1%	4%	i	-17%	-1.1%	1.0%	-15%	9%	-40%
COc1ccc(N2C(=S)NC3CS(=O)(=O)CC32)cc1 (configuration not stated)	-0.2%	-13%	i	-38%	0.4%	3.4%	5%	-3%	-7%
Brc1ccc(N/N=C(/N=Nc2nn[nH]n2)c2ccccc2)cc1	30µM*	33%	i	-4%	-0.5%	-5.5%	17%	25%	64%*
COc1ccc(-c2nc(-c3ccc4c(c3)OCO4)[nH]c2-c2ccc(OC)cc2)cc1	-2.6%	-10%	i	-4%	0.4%	2.7%	3%	7%	11%
COc1ccccc1CNC(=O)C1Cc2ccccc2C(=O)O1 (configuration not stated)	-0.3%	6%	i	-36%[20 µM]	2.9%	1.9%	-5%	7%	-29%
CCc1ccc(C(C)NC(=O)/C(C#N)=C\c2cn[nH]c2-c2ccccc2)cc1 (configuration not stated)	-0.4%	-1%	i	-16%	2.1%	6.4%	-11%	0%	20%
CCOc1ccc(CCNC(=O)CCc2c(C)nc3ncnn3c2C)cc1OCC	-1.3%	-3%	i	-40%	-0.2%	5.4%	-2%	12%	0%
Cc1ccc(NC(=S)N(CCN2CCOCC2)Cc2ccccc2F)cc1	0.7%	-1%	i	-11%	-0.6%	2.7%	-5%	-18%	-52%
O=c1c2cc(-c3ccccc3)sc2nc2n1N=C(c1cccs1)CS2	-1.9%	-162%	i	2%	-0.6%	-2.1%	·	-7%	-5%
Cc1ccc(N2CCN(C(=O)c3cccs3)CC2)cc1C	0.7%	-12%	·	-24%[20 µM]	-1.2%	-2.8%	-9%	8%	2%
Cc1c(CCC(=O)N2CCC(C(=O)O)(c3ccccc3)CC2)c(=O)oc2cc3oc4c(c3cc12)CCCC4	11%	39%	·	-34%[20 µM]	-1.2%	-4.8%	10%	38%	25%
COc1ccc(N2CCN(C3CCCCC3NS(=O)(=O)c3ccc(Cl)cc3)CC2)cc1 (configuration not stated)	-0.3%	15%	·	-3%	0.1%	-1.4%	-5%	18%	2%
COc1ccc(C2SCC(=O)N2C)cc1 (configuration not stated)	-3.6%	6%	i	-7%	0.2%	-4.2%	0%	-5%	-3%
CC(=C/c1ccccc1)/C=N/NC(=O)c1cnccn1	0.6%	-46%	i	-35%	0.1%	-1.1%	0%	6%	-49%
NC(=O)c1cc(N=Nc2c(N)[nH]n(-c3c(Cl)cc(Cl)cc3Cl)c2=O)ccc1Cl	0.0%	7%	i	21%[20 µM]	0.2%	-8.1%	22%	13%	-22%
C=CCNC(=O)CCC(=O)NNc1nc2ccccc2c2nc(-c3ccccc3)nn12	0.2%	-10%	i	1%	-0.1%	-2.0%	0%	-8%	-42%
CNC(=O)CS(=O)(=O)CC(=O)Nc1cc(OCCOC)c(Cl)cc1Cl	-1.2%	-3%	i	-2%	-0.5%	-4.6%	·	-6%	-27%
CC(=O)Nc1ccc(NC(=O)C(C)OC(=O)c2ccc(C)s2)cc1 (configuration not stated)	-2.1%	7%	i	-10%	0.2%	-2.1%	7%	5%	-32%
CC(=O)c1cccc(NC(=O)c2sc3nc4n(c(=O)c3c2C)CCCCC4)c1	1.7%	-7%	·	-22%	0.6%	-1.9%	5%	7%	-38%
Oc1c(C=Nc2cccc3cccnc23)sc2ccccc12	86%*	-188%	i	4.9µM*	0.5%	-2.6%	·	1%	-27%
COc1ccc(CN2CC(C(=O)NCCc3ccc(Cl)cc3)CC2=O)cc1 (configuration not stated)	-1.2%	14%	·	-12%	-0.3%	-0.9%	7%	-4%	-18%
O=c1c(-c2ccc3c(c2)OCCO3)coc2c(CN3CCOCC3)c(O)ccc12	-1.4%	-2%	i	-28%	0.3%	0.9%	-2%	11%	-56%
CCC(C)NS(=O)(=O)c1ccc(N)cc1 (configuration not stated)	2.3%	0%	i	-36%	0.3%	-3.5%	0%	0%	-39%
Nc1c(C(=O)N2CCOCC2)sc2nc3c(cc12)CCCC3	-0.2%	-22%	·	-13%	-0.6%	0.6%	-2%	-19%	22%
CC(C)c1ccccc1OCC(=O)Nc1ccc2[nH]ncc2c1	-2.0%	-194%	·	29%	-0.5%	-3.8%	-7%	4%	48%*
CCc1ccc(-n2c(Cn3nc(C(F)(F)F)cc3C)n[nH]c2=S)cc1	-1.1%	-5%	i	-16%	0.5%	3.6%	-6%	-61%	-8%
O=C(Nc1ccccc1Br)c1c(F)cccc1Cl	0.4%	13%	i	-6%	-0.5%	-3.8%	1%	2%	-14%
O=C(c1cccs1)N1CCc2ccccc2C1	0.8%	3%	i	-13%[20 µM]	-0.3%	·	3%	-2%	-40%
COc1ccc(CSCC(=O)Nc2ccccc2)cc1[N+](=O)[O-]	1.2%	-10%	·	-34%	-0.7%	-0.2%	-4%	1%	-10%
Cc1cccc(-n2cnc3c(c2=O)c2nc4ccccc4nc2n3Cc2ccco2)c1	22%	6%	i	34%	0.5%	-2.1%	-7%	2.2µM*	19%
COc1cc(/C=N\NC(=O)c2ccc(-c3ccccc3)cc2)ccc1OCC(N)=O	0.3%	15%	·	-3%	1.1%	-1.4%	0%	4%	-24%
CN(C(=O)c1c[nH]c(=O)cc1C(F)(F)F)c1ccc(Cl)cc1	-2.7%	-6%	i	12%	-0.3%	4.7%	-6%	-4%	8%
CC(C)Cc1cc(C(=O)NCCN2CCOCC2)no1	-1.4%	-27%	i	34%	-0.2%	-3.1%	-3%	3%	-3%
CCn1c(SCC(=O)Nc2ccc(C)cc2)nnc1-c1ccccn1	-2.8%	0%	i	-27%	-0.1%	3.2%	-10%	-12%	10%
COc1ccc(CC(=O)N2CCN=C2SC)cc1	2.5%	4%	i	13%	0.0%	0.7%	-7%	0%	-3%
COc1cc2[nH]c(=O)n(CCCC(=O)N3CC=C(c4ccccc4)CC3)c(=O)c2cc1OC	-0.9%	15%	i	23%	0.6%	-3.6%	0%	-3%	-13%
CCN(CC)S(=O)(=O)c1ccc2oc(Nc3ccc4c(c3)OCCO4)nc2c1	10%	-48%	i	-7%	0.5%	5.8%	-12%	0%	-122%
O=C(NCCCO)/C(=C\c1ccco1)NC(=O)c1ccc(Br)o1	11%	12%	i	-11%	-0.1%	-0.9%	4%	-2%	-9%
Cc1oc(C)c(C(=O)O)c1C(=O)O	-1.5%	5%	i	-48%	-0.1%	4.3%	-5%	4%	-9%
COC(=O)C1=C(CS(=O)(=O)c2cc(OC)ccc2OC)NC(=O)NC1c1ccc(O)c(OC)c1 (configuration not stated)	-2.3%	-7%	·	-27%	0.3%	4.5%	3%	17%	-36%
COc1ccc(C(O)c2nc3ccccc3n2C)cc1OC (configuration not stated)	-3.7%	39%	i	-17%	-1.0%	2.4%	-1%	2%	33%

Structural class, the entries above containing a COOH group.
SMILES	HIV peptide binding	HEK293 NOD2/NF-kB	Yfh1-depleted yeast	KOR beta-arrestin-1	West Nile virus CPE	KOR beta-arrestin-2	NS5 inhibitors	AID2073	NOD1 inhibition	others
Cc1c(CCC(=O)N2CCC(C(=O)O)(c3ccccc3)CC2)c(=O)oc2cc3oc4c(c3cc12)CCCC4	11%	39%	·	-34%[20 µM]	-1.2%	-4.8%	10%	38%	25%
Cc1oc(C)c(C(=O)O)c1C(=O)O	-1.5%	5%	i	-48%	-0.1%	4.3%	-5%	4%	-9%

(more compounds)
SMILES	HIV peptide binding	HEK293 NOD2/NF-kB	Yfh1-depleted yeast	KOR beta-arrestin-1	West Nile virus CPE	KOR beta-arrestin-2	NS5 inhibitors	AID2073	NOD1 inhibition	others
CN(C)CCCN=Cc1c(O)n(Cc2ccc3c(c2)OCO3)c(=O)c2ccccc12	0.7%	8%	i	27%	3.0%	-2.2%	·	7%	-23%
O=C(O)c1ccc(NS(=O)(=O)c2cccc(C(=O)Nc3ccc([N+](=O)[O-])cc3)c2)cc1	5.0%	-11%	·	20%[20 µM]	0.2%	-4.0%	2%	-3%	-49%
COc1ccc(Nc2nnc(SCC(=O)/C=C3/N(C)c4ccccc4C3(C)C)s2)cc1	7.4%	33%	i	24%	-0.4%	-4.1%	-4%	14%	75%
COc1ccc(Cl)cc1NC(=S)NNC(=O)c1cccnc1	2.6%	12%	i	-8%	0.8%	1.8%	-2%	-16%	-21%
COc1cccc(-c2nc(CS(=O)(=O)CC(=O)N3CCOCC3)c(C)o2)c1	-1.5%	4%	·	-56%	-0.1%	4.7%	5%	10%	3%
Clc1ccc(-c2noc(CSc3nnc(-c4ccncc4)n3-c3ccccc3)n2)cc1	-1.2%	35%	i	-12%	-0.2%	0.0%	2%	-1%	48%
O=C(CSc1nc2cc(Cl)ccc2o1)NCCc1ccccc1	-1.5%	-12%	i	6%	0.2%	1.2%	-5%	-6%	-1%
COc1ccc(-n2nc(C(=O)NCC(=O)N3CCC(C(N)=O)CC3)c3ccccc3c2=O)cc1	2.2%	-16%	·	-47%	1.3%	5.6%	2%	7%	-1%
Cc1nn2c(CN(C(=O)COc3ccccc3)c3ccccc3)nnc2c2ccccc12	-1.5%	1%	i	-41%	-1.4%	1.7%	-7%	1%	-18%
